FAS-TE inh = FAS thioesterase domain inhibitors, primary screen, biochemical, fluorescence intensity, uHTS. Fatty acid synthase (Homo sapiens), P49327. recombinant FAS-TE, OMFH fluorogenic substrate, fluorescence endpoint. 0.67% of 360,000 active. inhibition, % at 15 µM;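 active = compounds whose normalised, plate-corrected inhibition of enzyme fluorescence in the single-dose primary screen is 50% or more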;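 note: 0% = DMSO with enzyme and 100% = substrate without enzyme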
Rin1 Abl inh = inhibitors of Rin1-Abl protein binding, primary screen, biochemical, TR-FRET; 0.4% of 360,000 active; inhibition, % at 7.35 µM; AID 588664, 2011; Tyrosine-protein kinase ABL1 (Homo sapiens) + Ras and Rab interactor 1 (Homo sapiens), …; in the data active = inhibition above about 5%, passing the limit was not always enough
bovine MsrA act = bovine MsrA enzyme activators, primary screen, biochemical, absorbance, HTS; activation, % at 10.6 µM; 0.3% of 360,000 active; purified bovine MsrA, absorbance read-out; AID 602163, 2012; in the data active = activation above about 7.5%;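 note: 0% = vehicle and 100% = reference activator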
MLLE-PAM2 inh = inhibitors of PABP1 MLLE–PAM2 peptide binding, primary screen, biochemical, fluorescence polarization, FITC-PAM2, GST-MLLE; inhibition, % at 20 µM; 0.36% of 360,000 active; AID 588489, 2011; in the data active = inhibition above about 35%, passing the limit was not always enough;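 note: plate controls were DMSO wells with GST-MLLE for no effect and wells lacking GST-MLLE protein for full effect; some results filed as inactive read as strong as hits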
CSN inh = inhibitors of CSN-mediated cullin deneddylation, primary screen, biochemical, fluorescence polarization, uHTS | Purified CSN, SCF-Nedd8-OG deneddylation | inhibition, % at 12.5 µM | 0.38% of 360,000 active | COP9 signalosome complex subunit 5 (Homo sapiens), Q92905 | AID 651999, 2013;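 active = pattern-corrected inhibition above about 35%, with an unprinted fluorescence ratio check between 0.5 and 1.5, limit read from the data, passing the limit was not always enough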;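 note: 0% = enzyme with substrate and 100% = substrate without enzyme; some results filed as inactive read as strong as hits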
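Assay system: purified human Csn5 enzyme expressed in HEK293T cells; Input: 0.24 nM Csn5 enzyme, final concentration; Reagent: 10 nM SCFSkp2-Nedd8OG; Compound dosing: 12.5 µM single point; Times: reaction 90 min, room temperature; Technique: fluorescence polarization readout.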
eLon inh = inhibitors of E. coli Lon protease, primary screen, biochemical, fluorescence polarization; purified E. coli Lon protease; inhibition, % at 7.94 µM; 0.42% of 360,000 active; P0A9M0; in the data active = inhibition above about 13%, passing the limit was not always enough;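 note: 0% = enzyme with probe and DMSO and 100% = no enzyme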
Target sequence (P0A9M0 whole entry, looked up): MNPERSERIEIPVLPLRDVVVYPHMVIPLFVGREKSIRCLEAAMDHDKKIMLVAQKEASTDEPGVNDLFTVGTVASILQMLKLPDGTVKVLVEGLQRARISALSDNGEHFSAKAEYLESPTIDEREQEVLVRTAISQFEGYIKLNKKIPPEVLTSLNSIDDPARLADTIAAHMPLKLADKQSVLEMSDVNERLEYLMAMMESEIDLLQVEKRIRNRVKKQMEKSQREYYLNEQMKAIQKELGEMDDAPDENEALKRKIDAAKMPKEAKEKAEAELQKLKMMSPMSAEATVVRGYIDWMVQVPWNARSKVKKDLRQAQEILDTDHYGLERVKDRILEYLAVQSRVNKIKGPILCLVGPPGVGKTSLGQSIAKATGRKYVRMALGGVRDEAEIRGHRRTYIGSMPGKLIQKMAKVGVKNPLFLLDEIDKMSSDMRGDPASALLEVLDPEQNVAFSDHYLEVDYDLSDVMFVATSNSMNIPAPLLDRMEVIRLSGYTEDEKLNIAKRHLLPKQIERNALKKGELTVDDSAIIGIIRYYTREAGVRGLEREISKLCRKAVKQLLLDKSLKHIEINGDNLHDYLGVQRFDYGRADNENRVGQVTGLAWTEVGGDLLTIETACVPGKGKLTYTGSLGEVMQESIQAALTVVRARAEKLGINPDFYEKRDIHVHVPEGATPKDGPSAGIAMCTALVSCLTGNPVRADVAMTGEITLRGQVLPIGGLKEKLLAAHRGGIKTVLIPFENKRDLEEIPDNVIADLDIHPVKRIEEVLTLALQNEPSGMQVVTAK
Rpn11 block = Rpn11 (PSMD14) deubiquitinase inhibitors, primary screen, biochemical, fluorescence polarization, uHTS; human 26S proteasome, Ub4-pepOG fluorescence polarization; 20S core pre-blocked with epoxomicin; calls only at 20 µM; 0.59% of 360,000 active;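 active = inhibition at 20 µM, scaled to each plate's controls, above about 33%, limit read from the data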
MT1-MMP act inh = blockers of MT1-MMP proenzyme processing, primary screen, HT1080 RFP-PRO-GFP cells, GFP/RFP fluorescence; GFP/RFP ratio fluorescence, overnight; percent of plate control window, DMSO zero; AID 651647, 2012; Matrix metalloproteinase-14 (Homo sapiens), P50281; 0.061% of 360,000 active; GFP/RFP ratio change, % at 20 µM;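 active = GFP/RFP ratio change of at least 30% with cell ATP level not reduced by more than half and red fluorescence within 50% of control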; note: strong numbers were not always called active
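Material – HT1080 RFP-PRO-GFP cells · Control set – DMSO wells and RFP-L50D-GFP cells · Incubation – overnight cell settling, then overnight compound exposure, 37 °C, 5% CO2 · Compound dosing – single-point 20 µM compound, 1% DMSO · Read-out – GFP/RFP fluorescence ratio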
MsrA inh = bovine MsrA enzyme inhibitors, primary screen, biochemical, absorbance, HTS | 0.75% of 360,000 active | purified bovine MsrA, absorbance read-out | Methionine sulfoxide reductase A (Bos taurus) | inhibition, % at 15.5 µM; in the data active = inhibition above about 4.5%;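 note: 0% = vehicle wells with enzyme and 100% = reference inhibitor wells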
* hit, by the source's call; i = inactive; nt = no result given; & = joins results of further samples. Not a hit list; any-hit rate near 3.7%.

Start of the listing, in advance, two compounds:
The line under a structure holds: FAS-TE inh	Rin1 Abl inh	bovine MsrA act	MLLE-PAM2 inh	CSN inh	eLon inh	Rpn11 block	MT1-MMP act inh	MsrA inh
> O=C1c2ccccc2C(c2nnnn2Cc2ccccc2)N1Cc1cccs1 (configuration not stated)
→ -3&-6	nt	-4&-1	nt	0&1	0&0	nt	-1&3	-0.2&0.5
> Cc1cccc(NC(=O)C2C3CCC4C(CCC32)C4(Cl)Cl)c1 (configuration not stated)
→ -4	1	-2	11	-2	1	i	6	1.5

The list itself, from the first entry:
The line under a structure holds: FAS-TE inh	Rin1 Abl inh	bovine MsrA act	MLLE-PAM2 inh	CSN inh	eLon inh	Rpn11 block	MT1-MMP act inh	MsrA inh
> O=C1c2ccccc2C(c2nnnn2Cc2ccccc2)N1Cc1cccs1 (configuration not stated)
→ -3&-6	nt	-4&-1	nt	0&1	0&0	nt	-1&3	-0.2&0.5
> Cc1cccc(NC(=O)C2C3CCC4C(CCC32)C4(Cl)Cl)c1 (configuration not stated)
→ -4	1	-2	11	-2	1	i	6	1.5
> COc1ccc(-c2nnc3sc(CCN4C(=O)c5ccccc5C4=O)nn23)cc1
→ 3	-5	-3	1	-3	1	i	-1	-0.4
> CS(=O)(=O)c1ccc2nc(NC(=O)c3ccc(NS(=O)(=O)c4cccc([N+](=O)[O-])c4)cc3)sc2c1
→ 4	-6	-2	-11	3	-3	i	2	5.3*
> O=C(CCc1nc(-c2ccccc2)no1)N1CCCC1
→ -6	0	-4	-2	6	-8	i	2	-1.6
> O=C(NCCc1ccccc1)C1c2ccccc2C(=O)N1Cc1cccs1 (configuration not stated)
→ -5	-2	-2	-10	-3	-1	i	1	2.4
> COc1ccc(-n2c(SCC3OCCO3)nc3c(sc(=S)n3-c3ccccc3)c2=O)cc1OC
→ 12	-1	-4	14	-1	-9	i	3	2.1
> COc1ccccc1/C=C/C(=O)NCCc1ccccn1
→ -4	-1	-3	6	-2	-8	i	2	0.6
> CCCC(=O)Nc1cc(S(=O)(=O)N(CC)CC)ccc1Cl
→ -27	1	-5	23	-6	10	i	0	-0.6
> CCOC(=O)c1sc2ncnc(N3CCN(c4ccc(OC)cc4)CC3)c2c1C
→ 33	-1	-8	-2	1	5	i	5	-0.8
> Cc1ccc(Cl)cc1NC(=O)Nn1cnnc1
→ -9	4	-3	-3	-2	12	i	-1	-0.4
> Cc1ccc(S(=O)(=O)N(C)C)cc1-n1c(SCC(=O)N(C)C)nc2ccccc2c1=O
→ -3	2	-3	-13	0	-12	i	0	0.4
> CC(C)(C)Nc1nc(Nc2ccc([N+](=O)[O-])cc2)nc(NC(C)(C)C)n1
→ 32	-3	-2	0	-2	5	i	-13	-0.9
> N#Cc1ccccc1OCC(=O)OCC(=O)NCc1ccc2c(c1)OCO2
→ -6	0	-5	-1	-4	-2	i	-1	-0.3
> Cc1cccc(NC(=O)c2ccc(OCc3c(C)noc3C)cc2)c1
→ 11	0	-2	4	-5	-8	i	-2	0.6
> CCOC(=O)c1cnc2c(C)cccc2c1NCc1ccco1
→ 13	-1	-11	11	-4	0	i	4	0.1
> CC(NC(=O)c1ccc([N+](=O)[O-])o1)C12CC3CC(CC(C3)C1)C2 (configuration not stated)
→ 13	0	2	-3	0	-5	i	-4	0.1
> CN(C)C(CNC(=O)Cc1ccc([N+](=O)[O-])cc1)c1ccccc1 (configuration not stated)
→ 4	1	-3	-12	7	1	i	1	0.2
> COC(C/C=C/[C@H](O)[C@@H](C)OCc1ccccc1)OC
→ -3	5	-1	8	-6	-8	i	-2	1.0
> O=C(CCN1C(=O)S/C(=C/c2ccccc2)C1=O)Nc1ccc(C(=O)O)c(O)c1
→ 1	0	-6	-7	0	-8	i	0	5.7*
> COC(=O)c1ccc(NC(=O)CN2CCOCC2)cc1
→ -7	0	-8	6	-1	-10	i	-2	-1.0
> O=C(Cn1c(=O)oc2ccccc21)NC(=O)NCc1ccco1
→ -2	-1	-2	7	-3	1	i	-4	0.5
> CSc1nnc(CNC(=O)c2ccccc2)n1-c1ccc(F)cc1
→ -4	2	1	6	1	-1	i	0	-0.6
> CCOC(=O)C1CCN(C(=O)CS(=O)Cc2nc(-c3ccc(C)cc3)oc2C)CC1 (configuration not stated)
→ -7	3	-11	28	1	-6	i	4	-0.1
> CCOc1ccccc1NC(=O)CN1C(=O)C(C)SC(C)C1=O (configuration not stated)
→ -5	0	-4	9	9	-4	i	9	-1.7
> CCOC(=O)c1n[nH]n2c1nc(=S)c1ccccc12
→ -1	0	-3	29	2	-1	i	1	1.0
> COC(=O)c1sccc1NC(=O)Nc1ccc(OC)cc1
→ 3	1	-5	-4	-1	-14	i	1	-0.3
> O=C1N=C(c2ccccc2)C(c2ccccc2)N1 (configuration not stated)
→ -3	-3	-3	0	2	-7	i	-8	0.9
> Cc1ccc(CCNC(=O)c2nnn(-c3cccc(C)c3)c2N)cc1
→ 10	4	-3	4	4	-12	i	-1	-0.2
> C=CCOc1cccc(C(=O)N(C)C2CCCN(Cc3ccccc3F)C2)c1 (configuration not stated)
→ 0	0	-1	3	0	11	i	1	0.1

Complete entries, quoted from the list. Order of values: FAS-TE inh	Rin1 Abl inh	bovine MsrA act	MLLE-PAM2 inh	CSN inh	eLon inh	Rpn11 block	MT1-MMP act inh	MsrA inh
O=C1c2ccccc2C(c2nnnn2Cc2ccccc2)N1Cc1cccs1 (configuration not stated) is entered as -3&-6	nt	-4&-1	nt	0&1	0&0	nt	-1&3	-0.2&0.5
CC(C)(C)Nc1nc(Nc2ccc([N+](=O)[O-])cc2)nc(NC(C)(C)C)n1 is entered as 32	-3	-2	0	-2	5	i	-13	-0.9
Cc1ccc(CCNC(=O)c2nnn(-c3cccc(C)c3)c2N)cc1 is entered as 10	4	-3	4	4	-12	i	-1	-0.2
Cc1ccc(S(=O)(=O)N(C)C)cc1-n1c(SCC(=O)N(C)C)nc2ccccc2c1=O is entered as -3	2	-3	-13	0	-12	i	0	0.4

Carrying on.
The line under a structure holds: FAS-TE inh	Rin1 Abl inh	bovine MsrA act	MLLE-PAM2 inh	CSN inh	eLon inh	Rpn11 block	MT1-MMP act inh	MsrA inh
> C=CCNC(=S)NNC(=O)C(CCCC)CC(C)O (configuration not stated)
→ -8	-1	-1	-13	-1	4	i	0	0.2
> CC(c1ccc(F)cc1)n1cc(S(=O)(=O)N2CCCC2)ccc1=O (configuration not stated)
→ -4	2	-2	2	-6	0	i	-5	-1.1
> O=C(c1ccc(-c2ccccc2)cc1)N1CCC2CC1c1cc(-c3ccc4c(c3)OCO4)ccc12 (configuration not stated)
→ 30	1	-3	14	4	1	i	0	0.7
> O=c1c2c3nc4ccccc4nc3n(/N=C/c3ccncc3)c2ncn1-c1ccccc1
→ -1	-3	-1	-2	0	1	i	3	nt
> CCOC(=O)N1CCC(N(CCOC)C(=O)Nc2ccc(C)c(C)c2)CC1
→ -4	-2	-3	5	0	-3	i	-5	-0.6
> CCOc1ccc(-n2nc3c(Cl)nnc(C)c3c2C)cc1
→ -14	-2	-2	-31	5	5	i	0	2.4
> CCOC(=O)C1CCCN(C(=O)/C=C/c2ccc(Cl)cc2)C1 (configuration not stated)
→ 5	0	-1	0	0	-8	i	-2	0.4
> O=C(NCc1ccc(Cl)cc1)C1CCN(S(=O)(=O)N2CCOCC2)CC1
→ -4	2	0	7	-8	2	i	4	-0.6
> O=C(CSc1nc2ccccc2c2nc3ccccc3n12)NCc1ccco1
→ -6	-10	-1	-12	27	-1	i	-2	2.0
> COc1ccccc1NC(=O)Cn1c(CCC(=O)O)ccc1-c1ccccc1
→ -4	1	-3	2	-15	2	i	-4	-0.3
> C[C@H]1CN([C@@H](C)CO)C(=O)c2cc(Br)cnc2O[C@@H]1CN(C)S(=O)(=O)c1cn(C)cn1
→ -7	2	-5	0	-3	-8	i	1	-0.1
> CC(Oc1ccccc1)C(=O)NNC(=O)c1ccccn1 (configuration not stated)
→ -10	-1	-1	-6	2	-10	i	6	-0.1
> CC(C)CC(=O)Nc1c2c(nn1-c1ccc(F)cc1)CSC2
→ -9	2	-6	6	-8	0	i	2	-0.5
> COc1ccc(C(=O)CSc2nnc(C(CO)NC(=O)c3ccc(OC)cc3)n2C)cc1 (configuration not stated)
→ -6	0	-1	6	-4	-9	i	2	-0.3
> O=c1cnnc(Nc2ccc(Cl)c(C(F)(F)F)c2)[nH]1
→ -16	3	-8	7	4	-2	i	-2	0.7
> C/C(=N\NC(=O)c1cccnc1)c1ccc(-n2ccnc2)cc1
→ -10	4	-8	9	-5	-4	i	0	-0.6
> Cc1ccc(C(=O)Nc2cccc([N+](=O)[O-])c2)cc1S(=O)(=O)Nc1cccc(C(=O)O)c1
→ 7	4	-10	8	-9	2	i	-3	0.9
> Cc1ccc(CSc2ccc3nnc(-c4cccnc4)n3n2)cc1
→ 9	-5	0	-2	3	11	i	5	-0.4
> COc1cc(S(=O)(=O)Nc2ccc(Br)cc2)ccc1N
→ 6	-4	-3	2	7	-4	i	0	1.0
> COP(=O)(OC)C(Nc1ccc([N+](=O)[O-])cc1)c1ccccc1 (configuration not stated)
→ 2	1	-14	-9	-3	7	i	4	0.7
> CC(C)C(NC(=O)c1ccco1)C(=O)NCc1ccc(C(=O)O)cc1 (configuration not stated)
→ -6	1	-1	-6	1	-14	i	-2	0.7
> CCS(=O)(=O)Nc1c(C(=O)OC)[nH]c2ccccc12
→ -8	-3	-6	7	-2	-14	i	-1	-0.9
> O=C(Nc1ccc(F)cc1F)c1ccc2ncsc2c1
→ -4	-1	-3	1	-3	-16	i	-11	-0.5
> Cc1cc(F)c(F)c(C(=O)N2CCOCC2)c1Cl
→ -5	0	-3	1	3	-3	i	-3	-0.1
> CN(C(=O)CO/N=C/c1ccc(Cl)cc1)c1ccccc1
→ 2	2	-2	-12	-4	0	i	5	0.7

High-throughput results: PubChem, several laboratories
